From PubChem BioAssay
PLK1 PBD block: qHTS for Inhibitors of PLK1-PDB (polo-like kinase 1 - polo-box domain): Primary Screen. Serine/threonine-protein kinase PLK1 (Homo sapiens), P53350. Plk1 PBD binding of FITC phosphopeptide, fluorescence polarization. Potency, µM, inactives show max response, negative = inhibition, usual class: inhibitors. actives 2.8% (n = 360,000); further: potency means the concentration at half of the fitted maximal effect; series mostly up to about 57 µM; on the % scale 0 is the no-effect control and ±100 the full control effect; nearly all actives have a fitted effect of over 65% in size
EPAC1 antag: qHTS for Antagonist of cAMP-regulated guanine nucleotide exchange factor 3 (EPAC1): primary screen; actives 0.14% (n = 360,000); AID 720709, 2013; Potency, µM (top dose mostly 115 µM), for inactives: top-dose activity change, negative = inhibition, usual class: inhibitors; EPAC1 GEF assay, Rap1b-BODIPY-GDP exchange fluorescence;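 further: potency means the concentration at half of the fitted maximal effect; plate controls were vehicle for no effect and positive control for full effect; nearly all actives have a fitted effect of over 50% in size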
Target sequence (O95398 whole entry, looked up): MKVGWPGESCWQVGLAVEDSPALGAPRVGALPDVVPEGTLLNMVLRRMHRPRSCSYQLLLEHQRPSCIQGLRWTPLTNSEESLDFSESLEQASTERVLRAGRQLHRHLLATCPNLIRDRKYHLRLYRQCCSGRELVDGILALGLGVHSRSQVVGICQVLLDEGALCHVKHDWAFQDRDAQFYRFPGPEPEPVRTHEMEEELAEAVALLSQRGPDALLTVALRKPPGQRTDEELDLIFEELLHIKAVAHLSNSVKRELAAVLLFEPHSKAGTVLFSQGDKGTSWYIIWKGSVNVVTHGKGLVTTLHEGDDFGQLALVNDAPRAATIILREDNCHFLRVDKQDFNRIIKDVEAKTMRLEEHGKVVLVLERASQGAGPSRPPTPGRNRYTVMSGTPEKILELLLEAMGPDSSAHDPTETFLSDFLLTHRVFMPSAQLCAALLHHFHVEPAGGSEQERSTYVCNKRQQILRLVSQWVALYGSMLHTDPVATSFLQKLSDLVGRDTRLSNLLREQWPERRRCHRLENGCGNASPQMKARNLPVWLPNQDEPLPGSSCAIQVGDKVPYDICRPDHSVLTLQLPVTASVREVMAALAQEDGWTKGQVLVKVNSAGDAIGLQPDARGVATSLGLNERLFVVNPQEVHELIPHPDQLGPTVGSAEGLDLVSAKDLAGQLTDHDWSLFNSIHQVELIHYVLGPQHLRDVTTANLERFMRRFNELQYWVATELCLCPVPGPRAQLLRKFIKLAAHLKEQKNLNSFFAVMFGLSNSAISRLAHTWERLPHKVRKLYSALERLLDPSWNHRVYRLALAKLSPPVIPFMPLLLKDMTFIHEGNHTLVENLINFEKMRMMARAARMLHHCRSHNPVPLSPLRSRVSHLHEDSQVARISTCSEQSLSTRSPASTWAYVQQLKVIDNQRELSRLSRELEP
EPAC1 agonist: qHTS for Agonist of cAMP-regulated guanine nucleotide exchange factor 3 (EPAC1): primary screen; Potency, µM (titrated, usually from 154 µM), for inactives: at the highest dose activation, actives largely listed as activators; actives 0.073% (n = 360,000); EPAC1 agonist qHTS, biochemical assay; response scale: 100% = response to 6.5 mM cAMP; Rap guanine nucleotide exchange factor 3 (Homo sapiens), O95398; further: potency means the concentration at half of the fitted maximal effect; nearly all actives have a fitted effect of over 60% in size
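Nucleotide exchange by EPAC1 (100 nM) on Rap1B–BODIPY-GDP (250 nM) in the presence of 50 uM GDP is tracked fluorescently at 480/540 nm over 30 min. Signals are normalized to a 6.5 mM cAMP control.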
PI5P4Ka inh: qHTS for Inhibitors of phosphatidylinositol 5-phosphate 4-kinase (PI5P4K); Phosphatidylinositol 5-phosphate 4-kinase type-2 alpha (Homo sapiens), P48426; PI5P4Kalpha enzyme, ADP-Glo luminescence, 60 min; active compounds read low; max response, %; actives 1.2% (n = 330,000); active means max response of -50% or lower; inconclusive means between -30% and -50%; inactive means -30% or higher; further: value at the top dose of about 77 µM; on the % scale 0 is the no-effect control and ±100 the full control effect
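PI5P4Kalpha ADP-Glo assay; 5 microM ATP final; 60 min RT reaction; HEPES pH 7.4/EGTA/CHAPS, 5% DMSO; controls lacking substrate or enzyme; luminescent end-point.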
CCT modulator: High-Throughput Screening for Modulators of Cytosolic Chaperonin Activity | actives 0.3% (n = 360,000) | purified chaperonin ATPase assay, HTRF ADP detection, 30 min | activity change, % (concentration not given with the values), hits read low; in the data active means activity change below about -30%; further: on the % scale 0 is the no-effect control and ±100 the full control effect
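Enzyme 40 or 20 nM (batch-dependent) in Tris pH 7.4/KCl/MgCl2/DTT; cpd 76 uM single point; ATP 10 uM; 30 min 37 °C; Transcreener ADP HTRF detection, 30 min RT; ratio 665/615.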
WRN helicase inh: qHTS for Inhibitors of WRN Helicase; Bifunctional 3'-5' exonuclease/ATP-dependent helicase WRN (Homo sapiens), Q14191; WRN helicase unwinding, fluorescent forked duplex, kinetic; Potency, µM (doses to about 114 µM), for inactives: at the top dose activity change, negative = inhibition, most hits filed as inhibitors; actives 0.46% (n = 360,000); further: potency means the concentration at half of the fitted maximal effect; on the % scale 0 is the no-effect control and ±100 the full control effect; nearly all actives have a fitted effect of over 55% in size
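Screening of the MLSMR collection measured strand separation of a quenched forked DNA duplex (100 nM) by 20 nM WRN with 2 mM ATP, all final. Compounds were preincubated with enzyme 15 min at room temperature.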
IL2 activator: qHTS of IL-2 Activators; actives 0.065% (n = 360,000); IL-2 activation reporter assay, cell-based qHTS; stimulated with anti-CD3/CD4/CD28 beads; in transgenic mouse T cells; AID 652025, 2013; activation, % (series mostly up to about 46 µM); in the data active means activation above about 50%; inconclusive means mostly about 30% to 49%; further: 0% is about no effect
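Readout: EGFP and DsRed signals by fluorescent plate cytometry. Unstimulated transgenic mouse T cells received compound 60 min before antibody-bead stimulation, then incubated 18 h at 37 degrees C.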
EPAC2 agonist: qHTS for Agonist of cAMP-regulated guanine nucleotide exchange factor 4 (EPAC2): primary screen | Rap guanine nucleotide exchange factor 4 (Homo sapiens), Q8WZA2 | EPAC2 activation, biochemical qHTS; response scale: 100% = 6.5 mM cAMP response | Potency, µM (series often up to 154 µM), for the others: at the top dose activation, actives largely listed as activators | actives 0.079% (n = 360,000) | AID 720711, 2013; further: potency means the concentration at half of the fitted maximal effect; nearly all actives have a fitted effect of over 50% in size
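qHTS, titration series. 100 nM EPAC2 / 250 nM Rap1B-BODIPY-GDP / 50 uM GDP; RT; ex 480/em 540 nm, 5-min reads to 30 min. Norm. to 6.5 mM cAMP = activation.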
Numbers without * were called inactive; ? = inconclusive; . = not tested or not shown; [ ] = another dose, or the depositor's remark. Unless noted, the call rests on the fitted dose curve; in most records, active means well fitted curve in the direction sought with a large enough effect; inconclusive means small, poorly fitted or top-dose-only effect, or another doubt; inactive means no such curve, though single readings can be large; an effect the other way counts as inactive or inconclusive. Some of the compounds tested, so the mix of outcomes need not match the whole.

Each structure is followed by: PLK1 PBD block, EPAC1 antag, EPAC1 agonist, PI5P4Ka inh, CCT modulator, WRN helicase inh, IL2 activator, EPAC2 agonist
> C[C@@H]1CN([C@@H](C)CO)C(=O)CCCn2nncc2CO[C@@H]1CN(C)S(=O)(=O)c1ccc2ccccc2c1
 : -13.0%, -6.3%, -3.3%, 8.6, -0.5, -3.6%, -1.2, -5.2%
> O=C(CSc1nnc2ccccn12)Nc1ccc2c(c1)OCO2
 : 0.9%, 8.3%, 3.0%, -0.3, 0.2, 4.7%, -1.5, 6.9%
> O=C(N/N=C/c1cc(Br)ccc1O)C(=O)Nc1ccccc1OC(F)(F)C(F)F
 : 4.0%, 5.8%, -4.5%, ., 2.5, 5.0%, -1.9, -0.6%
> CC1=NN(c2cccc(Cl)c2)C(=O)C12CC(C)=C(C)CS2 (stereo not drawn)
 : -18.9%, -21.0%, -0.1%, 15.2, 0.3, -31.8%, -0.9, 1.9%
> O=Cc1cn(CC(=O)NCC2CCCO2)c2ccccc12 (stereo not drawn)
 : 2.5%, 1.0%, -5.1%, 0.1, -3.9, -4.3%, -2.8, 2.8%
> Cc1ccc(C(=O)NCCc2ccc(S(N)(=O)=O)cc2)cc1[N+](=O)[O-]
 : -1.6%, 10.0%, -0.1%, 0.7, 0.4, -5.8%, -6.5, 8.7%
> Cc1cc(Nc2cc(C)on2)n2ncnc2n1
 : -5.5%, -6.1%, 3.8%, 6.1, -1.4, 1.9%, -1.4, 5.4%
> C=CCn1c(NCCOC)nc2c1c(=O)n(C)c(=O)n2C
 : -6.8%, -1.9%, 2.9%, 1.0, -1.7, 2.1%, 0.1, 0.1%
> Cc1cc(C)c(S(=O)(=O)Nc2ncccc2C)c(C)c1
 : -1.0%, -14.1%, 0.3%, -3.1, -1.9, 4.4%, 0.8, -7.5%
> C=CCN1C(=O)c2ccc(C(=O)NCCOc3ccccc3F)cc2C1=O
 : -1.9%, 12.9%, 3.0%, -1.2, -1.8, 4.6%, -2.5, 5.0%
> CCO[C@@H]1OC(C(=O)N2CCOCC2)=C[C@H](c2ccccc2)[C@H]1CCCO
 : -3.2%, 24.1%, -11.4%, -9.0, 1.3, 5.0%, 0.0, -9.6%
> CCCCC1CCC(c2nc(-c3ccccn3)no2)CC1 (stereo not drawn)
 : -2.0%, -20.4%, -9.4%, 14.4, 5.0, -12.5%, 0.1, 5.7%
> Cc1ccc(N2CCN(/N=C/C3=C(N4CCOCC4)C(=C\c4ccccc4)/CC3)CC2)cc1
 : 1.9%, 7.9%, 5.6%, -1.5, 0.5, 0.9%, 0.0, -7.1%
> Cc1noc(NS(=O)(=O)c2ccc(N/C=C/C(=O)c3ccc4c(c3)OCO4)cc2)c1C
 : -12.8%, -0.1%, -1.7%, -16.4, -0.8, -30.0%, 1.0, -3.4%
> Cc1ccc(-c2nnc(Nc3ccc(C(N)=O)cc3)c3ccccc23)cc1S(=O)(=O)NCC1CCCO1 (stereo not drawn)
 : -20.3%, -2.1%, -2.5%, -8.8, -3.7, -6.8%, -0.2, 1.9%
> CCN1CCN(C(=O)c2cc3c(s2)-c2c(C)cccc2OC3)CC1
 : -8.7%, -9.8%, 5.0%, -1.9, -0.8, 0.6%, -1.0, 7.1%
> CC1CCN(CCCNc2cc(NCCO)c([N+](=O)[O-])c3nonc23)CC1
 : -2.6%, 4.2%, 6.9%, 3.2, 0.3, -5.6%, 0.8, 0.7%
> CC(OC(=O)c1cccnc1)C(=O)Nc1ccc2c(c1)OCO2 (stereo not drawn)
 : -2.9%, -5.2%, -6.2%, -2.4, -3.2, 1.3%, -0.7, 2.3%
> Cc1c(CCC(=O)N[C@@H](CCCNC(N)=O)C(=O)O)c(=O)oc2cc3oc4c(c3cc12)CCCC4
 : -15.0%, -13.7%, -1.7%, -0.2, -0.9, -9.0%[57.1 µM], 0.2, 1.5%
> CCOc1ccc(S(=O)(=O)N/N=C(\C)c2ccc3c(c2)OCO3)cc1
 : -4.8%, 10.3%, 10.4%, -2.7, -0.2, -4.9%, -1.7, 15.0%
> Cc1ccc2nc(-c3ccccc3)cc(C(=O)NCC(c3ccco3)N(C)C)c2c1 (stereo not drawn)
 : -6.5%, -7.2%, 8.2%, 1.2, -2.5, -16.2%, 0.1, 3.3%
> CCOC(=O)N1CCN(c2cc(N3CCN(CC)CC3)c(F)cc2[N+](=O)[O-])CC1C (stereo not drawn)
 : -2.6%, -0.9%, -2.7%, ., -1.0, -1.4%, -0.3, -5.3%
> COc1cccc(NC(=O)CSc2nncn2N)c1
 : -1.5%, -11.5%, 8.4%, 1.9, -0.6, -18.1%, 24.7, 6.5%
> Cc1cc(C)n(CC(O)CN(c2ccccc2)S(=O)(=O)c2ccccc2)n1 (stereo not drawn)
 : -3.6%, -16.0%, 0.3%, 2.5, -0.1, -22.0%, 0.9, -3.2%
> COc1ccc(NC(=O)CCc2nnc3ccc(NCc4ccc5c(c4)OCO5)nn23)cc1
 : -2.2%, -10.6%, -1.0%, -0.1, -0.3, -12.4%[11.6 µM], 0.4, 2.3%
> Cc1ccc(/C=C/C(=O)Nc2ccc(O)c3c(=O)cc(-c4ccccc4Cl)oc23)cc1
 : -0.3%, -8.2%, -11.4%, 2.1, -3.0, 2.2%, -0.2, 9.2%
> CCCNC(=O)C/C(C)=N/NC(=O)C(=O)Nc1ccccn1
 : -7.0%, -4.9%, 0.5%, -4.2, 3.0, -4.3%, 0.7, 5.8%
> CCCCOC(=O)Nc1cc(C(=O)OC)ccc1C(=O)OC
 : -10.6%, -7.2%, 7.2%, ., -4.1, -11.5%, 0.8, 1.3%
> CC(=O)c1cccc(NC(=S)N2c3ccccc3CC2C)c1 (stereo not drawn)
 : -13.5%, -20.1%, 1.3%, 6.2, -3.4, -1.4%, 1.7, -7.8%
> O=C(NNC1CC(=O)N(c2ccc3c(c2)OCCO3)C1=O)c1ccc(Cl)cc1 (stereo not drawn)
 : 1.0%, 1.5%, -7.5%, -0.4, -13.7, 2.8%, -0.1, 0.9%
> COc1ccc(OC)c(NC(=O)c2cc(-c3ccc(C)cc3O)n[nH]2)c1
 : -5.2%, -1.8%, 0.3%, ., -0.3, -7.6%, 0.6, 3.4%
> Cc1cc(N/N=C\c2ccccc2)nc(-c2ccccc2O)n1
 : -10.1%, -4.6%, 8.0%, 6.0, -1.9, -14.5%, -5.3, 8.6%
> COc1ccc(CN=C2NN=C(c3ccc(Cl)cc3)CS2)cc1
 : -12.4%, 14.3%, 12.5%, -14.0, -2.3, -29.3%, -2.7, 13.2%
> COc1ccc(C(CNC(=O)c2cccc(S(=O)(=O)N3CCc4ccccc43)c2)N(C)C)cc1 (stereo not drawn)
 : -8.9%, -4.9%, 6.5%, -5.3, -5.2, -28.8%, -0.6, 14.9%
> Cc1nn(CC(=O)c2ccc(Cl)s2)c(C)c1[N+](=O)[O-]
 : 2.5%, -12.7%, 2.4%, -6.5, 2.2, -8.7%, 2.8, 6.1%
> CCCCn1c(=N)n(CC(O)COc2ccc(C)cc2)c2ccccc21 (stereo not drawn)
 : -1.9%, -0.5%, -2.3%, 10.0, -1.2, 3.2%, -2.7, -1.7%
> Oc1nc(Nc2ccc(F)cc2)sc1/C=C1\C=Nc2ccccc21
 : -12.8%, -4.5%, 12.7%, ?, -11.0, -5.0%, 0.1, 10.1%
> COc1ccc(-c2csc3nc(-c4ccc(C)cc4)oc(=O)c23)cc1OC
 : 1.0%, 2.9%, 2.0%, -0.1, -1.4, ?, -4.4, 6.0%
> CCCCCC(=O)NNC1=NCC(Cc2ccccc2)S1 (stereo not drawn)
 : -4.5%, 4.2%, 2.6%, 6.3, -3.2, -6.5%, -0.3, 10.8%
> O=C(N/N=C/c1c[nH]c2ccccc12)c1ccc([N+](=O)[O-])cc1Cl
 : -8.9%, -27.3%, 0.4%, 20.2, 0.4, -4.4%, 0.4, 6.9%

Record cards, from the list above:
CCCCOC(=O)Nc1cc(C(=O)OC)ccc1C(=O)OC in the list: PLK1 PBD block: -10.6%; EPAC1 antag: -7.2%; EPAC1 agonist: 7.2%; PI5P4Ka inh: .; CCT modulator: -4.1; WRN helicase inh: -11.5%; IL2 activator: 0.8; EPAC2 agonist: 1.3%
CCCCCC(=O)NNC1=NCC(Cc2ccccc2)S1 (stereo not drawn) in the list: PLK1 PBD block: -4.5%; EPAC1 antag: 4.2%; EPAC1 agonist: 2.6%; PI5P4Ka inh: 6.3; CCT modulator: -3.2; WRN helicase inh: -6.5%; IL2 activator: -0.3; EPAC2 agonist: 10.8%

Carrying on.
Each structure is followed by: PLK1 PBD block, EPAC1 antag, EPAC1 agonist, PI5P4Ka inh, CCT modulator, WRN helicase inh, IL2 activator, EPAC2 agonist
> Nc1c(N(Cc2ccco2)C(=O)c2ccc(Br)cc2)c(=O)[nH]c(=O)n1Cc1ccccc1
 : -11.3%, -4.1%, 3.3%, -9.3, 0.7, -0.3%, 0.8, 6.9%
> O=C(COc1ccc(Cl)c(Cl)c1)NN1C(=O)C2C(C1=O)C1C=CC2C12CC2 (stereo not drawn)
 : -26.0%, -1.4%, -12.5%, -5.1, 0.2, 1.4%, 1.3, -22.7%
> NS(=O)(=O)c1ccc(CCNc2nn3c(-c4cccc(OC(F)(F)F)c4)cnc3s2)cc1
 : 2.8%, -8.9%, -12.1%, 15.3, -0.3, -8.0%, -0.8, -2.4%
> COc1cc(OCC(N)=O)cc(OC)c1OC
 : 6.4%, 17.4%, -1.6%, 1.3, -0.6, -16.1%[57.1 µM], -0.3, 3.6%
